# aSyn tox rescue = qHTS of alpha-syn Inhibitors: NCGC Sytravon Library Screen; S. cerevisiae alpha-synuclein toxicity rescue, BacTiter-Glo growth, 24 h; Potency, µM (top dose mostly 46.1 µM), inactives show at the top dose growth rescue (activation), most hits filed as activators; 0.02% of 94,000 active; active means well fitted activation curve with a large enough effect; further: 0% is about no effect
#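 Growth restoration measured by BacTiter-Glo luminescence after 24 hr at 30 deg C; alpha-synuclein yeast, raffinose-pregrown to mid-log, were added at OD600=0.02 in galactose medium onto pinned compounds.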
# The depositor's hits bear a star; & = joins results of further samples. Potency means the concentration at half of the fitted maximal effect. The list is partial (hit frequency here may not be typical).
SMILES,aSyn tox rescue
COCC(C)NS(=O)(=O)c1ccc(N2CCCCS2(=O)=O)cc1 (configuration not stated),-8%
COc1cc(NC(=S)NC(=O)c2ccco2)ccc1NC(=O)C(C)C,-14%
CCCCCC(=O)N1C[C@H](n2cc(C3CC3)nn2)[C@@H](O)C[C@@H]1c1ccc(C)cc1,-1%
COC(=O)c1ccc(NC(=O)CN(C)S(=O)(=O)c2ccc(Br)s2)cc1,0%
CC(C)CC(NS(=O)(=O)c1ccc2c(c1)oc(=O)n2C)C(=O)NCc1ccccc1Cl (configuration not stated),-9%
CN(CC(=O)Nc1ccccc1Cl)C(=O)COC(=O)c1ccc(Cl)nc1,6%
O=C(CSc1nc2c(c(=O)[nH]1)CCC2)Nc1cccc(O)c1,6%
CCc1ccccc1N(C(=O)CNC(=O)c1ccco1)C(C(=O)NC1CCCC1)c1cccnc1 (configuration not stated),-4%
Cc1ccc(-c2nnn(CC(=O)N(c3ccc4c(c3)OCCO4)C(C(=O)NCC3CCCO3)c3ccc(F)cc3)n2)o1 (configuration not stated),2%
Cc1[nH]n(-c2ccccc2)c(=O)c1/C=N/c1nn[nH]n1,-7%
Cc1ccc(S(=O)(=O)N2CCOCC2)cc1NC(=O)COC(=O)COc1cccc2c1OC(C)(C)C2,6%
CC(C)C(=O)Nc1ccc2c(c1)C(=O)NC2=O,-7%
Cc1cc(C)cc(NS(=O)(=O)c2ccc3[nH]cc(C(=O)NCCc4ccccc4)c(=O)c3c2)c1,7%
CC(=O)c1ccc(N(C(=O)CNC(=O)c2cccs2)C(C(=O)NCC2CCCO2)c2ccccc2)cc1 (configuration not stated),5%
O=C(Nc1ccc(Br)cc1F)c1ccc2nc(CCc3ccccc3)oc2c1,-4%
Cc1ccc(Cn2c(CO)cnc2SCc2ccc(F)cc2)cc1,-1%
O=C(Nc1cc(C(F)(F)F)ccc1Cl)c1ccc(NC(=O)C(F)(F)F)cc1,-3%
CCOC(=O)CC(=O)CSc1nc2ccccc2c(=O)n1CCc1ccccc1,-2%
CCOC(=O)N1CCN(C(=O)c2ccc(OCC)cc2)CC1,-4%
CCNc1nc(Oc2ccc(OCC(=O)OC)nn2)nc(N2CCOCC2)n1,2%
O=C(NC1CCS(=O)(=O)C1)c1cc2c(=O)n3ccccc3nc2n1Cc1ccccc1 (configuration not stated),9%
CCOC(=O)C1CCN(C(=O)COc2ccc3c(C)cc(=O)oc3c2)CC1,1%
CCCC(CCC)C(=O)Nc1cc(-c2cn3cccnc3n2)ccc1OC,5%
Cc1cccc(NC(=O)Cn2c(=O)oc3cc(S(=O)(=O)NC4CCCC4)ccc32)c1,7%
Cc1ccc2c(c1)N(C(=O)CCC(=O)N1CCC(C(N)=O)CC1)CC(C)O2 (configuration not stated),-6%
Cc1ccc(NC(=O)c2cnc(SCC(=O)Nc3cc(C)on3)n(C)c2=O)cc1,7%
Cc1cc(Cl)c(OCCOCCN2CCCCC2)c(Br)c1,-5%
CC(=O)Oc1ccc(C(=O)Nc2ccc(S(=O)(=O)NCC3CCCO3)cc2)cc1 (configuration not stated),6%
Cc1c(NC(=O)c2ccc(-c3cccc([N+](=O)[O-])c3)o2)cccc1-c1nc2cc(Cl)ccc2o1,4%
CN(C)S(=O)(=O)c1ccc(Cl)c(NC(=O)CSc2nc3c(cc2C#N)C(=O)CC(C)(C)C3)c1,6%
Cc1cc(C)cc(NC(=O)CSc2nnc(Cn3c(=O)sc4ccccc43)n2C)c1,-5%
CCOc1ccccc1NC(=O)Nc1ccc2nc(N3CCN(C)CC3)cc(C)c2c1,-6%
O=C(Nc1nc2nc(-c3ccccc3)cc(=O)n2[nH]1)c1ccc(F)cc1,3%
CCOc1ccccc1C(=O)NCc1ccc2c(c1)CCN2C(=O)c1ccc(F)cc1,3%
COc1ccc(C(=O)Nc2ccc3oc(-c4ccc(OC)cc4)nc3c2)cc1,-5%
Cc1ccc(CSc2oc(-c3ccco3)nc2S(=O)(=O)c2ccc(C)cc2)cc1,-1%
CC(Oc1ccccc1)C(=O)OCC(=O)N1CC(=O)Nc2ccccc21 (configuration not stated),1%
CCn1cc(S(=O)(=O)c2cc(C)cc(C)c2)c(=O)c2cc(F)c(N3CCC(C)CC3)cc21,1%
C[C@@H]1CN([C@@H](C)CO)C(=O)CCCn2nncc2CO[C@@H]1CN(C)C(=O)Nc1ccc2c(c1)OCO2,-6%
CC1CCN(C(=O)c2ccc(S(=O)(=O)Cc3cc(F)ccc3F)c([N+](=O)[O-])c2)CC1,-5%
COc1ccc(COC[B-](F)(F)F)cc1,-15%
O=C(Cn1c(SCC(=O)Nc2ccc(F)cc2)nc2ccccc21)NCc1ccc(F)cc1,6%
CC(OC(=O)c1cc(O)c2ccccc2c1O)C(=O)Nc1ccc(C(N)=O)cc1 (configuration not stated),-4%
CC(C)CCN(C(=O)Nc1ccc(Cl)c(Cl)c1)C(C)c1cccs1 (configuration not stated),-4%
COc1ccc2cc(CNc3ccc(OC)c(OC)c3)c(=O)n(CC(=O)Nc3ccccc3F)c2c1,-2%

# 6 entries picked at random from the list so far, as already listed:
SMILES,aSyn tox rescue
COc1ccc(C(=O)Nc2ccc3oc(-c4ccc(OC)cc4)nc3c2)cc1,-5%
CC1CCN(C(=O)c2ccc(S(=O)(=O)Cc3cc(F)ccc3F)c([N+](=O)[O-])c2)CC1,-5%
O=C(Nc1nc2nc(-c3ccccc3)cc(=O)n2[nH]1)c1ccc(F)cc1,3%
COc1ccc2cc(CNc3ccc(OC)c(OC)c3)c(=O)n(CC(=O)Nc3ccccc3F)c2c1,-2%
CCOc1ccccc1NC(=O)Nc1ccc2nc(N3CCN(C)CC3)cc(C)c2c1,-6%
CC(OC(=O)c1cc(O)c2ccccc2c1O)C(=O)Nc1ccc(C(N)=O)cc1 (configuration not stated),-4%

# (next part)
SMILES,aSyn tox rescue
O=C(Nc1ccc(F)cc1)c1cccnc1NCCc1ccccc1,-8%
N#Cc1c(=O)c2nc(NCCCO)ncc2n2c(=O)c3ccccc3[nH]c12,-10%
COc1ccc(NC(=O)CC2C(=O)N(c3ccc(C)cc3)C(=O)N2C2CCCC2)cc1 (configuration not stated),-3%
CC(C)(CC(=O)NCc1ccc(Cl)cc1Cl)CC1=NS(=O)(=O)c2ccccc2N1,2%
CCOC(=O)c1ccc(NC(=O)CSc2nc3c(c(=O)n2-c2ccccc2OC)SCC3)cc1,5%
CCOc1ccccc1NC(=O)c1c(NC(=O)COc2ccccc2)sc2c1CCCCC2,2%
Cc1ccc2[nH]c3c(=O)n(CC(=O)N4CCN(c5ccccc5F)CC4)ncc3c2c1,8%
Cc1ccc(C)c(NC(=O)COC(=O)c2cccc(S(=O)(=O)N3CCCCC3)c2)c1,17%
Cc1ccc(Cc2nnc(SCC(=O)Nc3ccccc3C)[nH]c2=O)cc1,-3%
Cc1cccc(C(=O)Nc2ccc3oc(-c4ccncc4)nc3c2)c1,-5%
Cc1cccc(NC(=O)C2CCN(S(=O)(=O)c3cccc4nsnc34)CC2)c1C,-6%
O=C(/C=C/c1ccc2c(c1)OCO2)c1ccc[nH]1,-13%
O=P(OC1CCCCC1)(OC1CCCCC1)C(O)c1cccnc1 (configuration not stated),-3%
CN(C)c1ccc(CNC(=O)c2cccc(NC(=O)N3CCSc4ncccc43)c2)cc1,4%
COc1ccc(CN2C(=O)C(CC(=O)NCCCN(C)C)CC(C(=O)N(C)C)=C2C)cc1 (configuration not stated),11%

# Taken from above.
# COc1ccc(CN2C(=O)C(CC(=O)NCCCN(C)C)CC(C(=O)N(C)C)=C2C)cc1 (configuration not stated) – aSyn tox rescue: 11%
# COc1ccc(NC(=O)CC2C(=O)N(c3ccc(C)cc3)C(=O)N2C2CCCC2)cc1 (configuration not stated) – aSyn tox rescue: -3%

# Continued:
SMILES,aSyn tox rescue
CC(C)CCN1CCC[C@]2(N[C@H](c3ccc(C(F)(F)F)cc3)[C@@H]3C(=O)N(Cc4ccccc4)C(=O)[C@@H]32)C1=O,7%
CCOc1ccc(NC(=O)c2ccc(-c3cccc(Cl)c3C)o2)cc1,3%
Cc1ccc(C)c(NC(=O)C2CCCN(c3nc4ccccc4s3)C2)c1 (configuration not stated),-6%
COC(=O)c1sc2c(c1C)c(=O)n(-c1ccccc1)c(=O)n2CC(=O)Nc1cccc(C)c1,0%
CCOC(=O)COc1ccc2c(=O)c(-c3ccc(OC)c(OC)c3)c(C(=O)OCC)oc2c1,3%
O=C(COC(=O)c1cc([N+](=O)[O-])ccc1N1CCOCC1)Nc1cc(F)ccc1F,7%
CCC(=O)N1CCc2cc(S(=O)(=O)NC(Cc3ccccc3)C(=O)NCc3ccccc3OC)ccc21 (configuration not stated),-2%
COC(=O)[C@H](CCSC)NC(=O)Nc1cc(OC)cc(OC)c1,8%
Cc1ccc(NC2(c3ccccc3)C(=O)c3ccccc3C2=O)cc1F,9%
Cc1cccc(OCCNc2ncccc2[N+](=O)[O-])c1,3%
CCCOc1ccc(CNC(=O)c2ccc(C)c(-n3c(C)nc4cccnc43)c2)cc1,6%
CCN(CC)CCNc1ncnc2c1cnn2-c1cc(Cl)ccc1C,-12%
CCOC(=O)c1ccc(N2C(=O)c3[nH]nc(-c4ccccc4)c3C2c2ccc(C(C)C)cc2)cc1 (configuration not stated),7%
COc1cc(OC)c(OC)cc1/C=C/c1nc2cc3ccccc3cc2c(=O)n1-c1ccc(F)cc1F,-3%
CCOc1ccc(CCNC(=O)c2sc3nc4n(c(=O)c3c2C)CCCC4)cc1,1%
COc1ccc(CCNC(=O)c2ccc(Cn3c(=O)c4ccccc4n(Cc4ccc(F)cc4Cl)c3=O)cc2)cc1OC,0%
Cc1noc(C)c1S(=O)(=O)N1CCCC(C(=O)N2CCc3ccccc3C2)C1 (configuration not stated),0%
C/C(=N\NC(=O)c1ccc(N(C)C)cc1)c1ccc(C)cc1C,-13%
CC(Sc1nc(=O)cc(N)n1CCc1ccccc1)C(=O)Nc1ccc(Cl)cc1 (configuration not stated),5%
CC(C)Oc1ccc(N2CC(C(=O)Nc3ccccc3C(=O)NC3CC3)CC2=O)cc1 (configuration not stated),6%
COc1ccc(C(C)(C)C)cc1NC(=O)CCNC(=O)c1ccco1,-6%
COc1ccc(-c2ccc3c(N)c(C(=O)Nc4cc(F)ccc4C)sc3n2)cc1,-9%
O=C(c1ccc(Cl)cc1)c1cn(Cc2ccccc2)c2cc3c(cc2c1=O)OCCO3,9%
O=C1COc2ccc(S(=O)(=O)NCc3ccccc3)cc2N1,6%
CCOc1cccc(CNCc2cccnc2)c1OCc1ccccc1,9%
CC(=O)N1CCCc2cc(S(=O)(=O)N3CCCCC3)ccc21,6%
COc1cccc(OCc2cc(=O)n3cc(C)sc3n2)c1,3%
COc1ccc(CCNC(c2ccc(F)cc2)c2nnc(-c3ccccc3Cl)o2)cc1OC (configuration not stated),4%
CCN(CC)C(=O)c1c(-c2ccccc2)c(-c2ccccc2)nn(C)c1=O,3%
Cc1oc(-c2ccccc2F)nc1CS(=O)CC(=O)NCc1cccs1 (configuration not stated),2%

# Part of the list above in a different format:
> COc1ccc(CCNC(=O)c2ccc(Cn3c(=O)c4ccccc4n(Cc4ccc(F)cc4Cl)c3=O)cc2)cc1OC
  aSyn tox rescue: 0%
> Cc1noc(C)c1S(=O)(=O)N1CCCC(C(=O)N2CCc3ccccc3C2)C1 (configuration not stated)
  aSyn tox rescue: 0%
> C/C(=N\NC(=O)c1ccc(N(C)C)cc1)c1ccc(C)cc1C
  aSyn tox rescue: -13%
> CC(Sc1nc(=O)cc(N)n1CCc1ccccc1)C(=O)Nc1ccc(Cl)cc1 (configuration not stated)
  aSyn tox rescue: 5%

# The list goes on.
SMILES,aSyn tox rescue
O=C(NC(=S)NCc1ccc2c(c1)OCO2)c1ccccc1,8%
CCc1ccccc1NC(=O)C1CCCN(c2cnccn2)C1 (configuration not stated),-13%
CCN(Cc1ccccc1)C(=O)Cn1c(=O)n(-c2ccc(OC)cc2OC)c(=O)c2c(C)c(C)sc21,2%
CN(C)CCOC(=O)NC12CC3CC(CC(C3)C1)C2,-4%
CC1(c2ccc(Cl)cc2)NC(=O)N(CC(=O)Nc2ccc3c(c2)OCO3)C1=O (configuration not stated),-5%
CC1CN(C(=O)CCC(=O)NCc2ccccc2)c2cc(Cl)ccc2O1 (configuration not stated),-4%&2%
Cc1ccc(C)c(C(=O)CN2C(=O)NC3(CCC(C)CC3)C2=O)c1 (configuration not stated),-3%
COc1cccc(NC(=O)c2sc3nc(C)c(C(=O)Nc4ccc(C)cc4C)c(-c4ccc(C)o4)c3c2N)c1,2%
C[C@@H]1CN([C@H](C)CO)C(=O)c2cc(-c3ccc(C#N)cc3)cnc2O[C@H]1CN(C)C(=O)c1ccccc1,-1%
COc1ccc(-c2cn3c(n2)sc2cc(C(=O)NC4CCCCC4)ccc23)cc1,0%
Cc1ccc(S(=O)(=O)N(C)c2ccc(OCC(=O)OCC(=O)N(CC#N)c3ccccc3)cc2)cc1,6%
Cc1ccc(NC(=O)Cn2c(=O)n(Cc3nc(-c4ccccc4)no3)c(=O)c3ccccc32)c(C)c1,-4%
CCOc1ccc(N(CC(=O)NCc2ccccc2Cl)S(=O)(=O)c2c(C)[nH]c(=O)[nH]c2=O)cc1,-10%
COc1ccc(Cl)cc1NC(=S)Nc1ccccc1C,-25%
Cc1ccc(CNC(=O)CN2C(=O)COc3ccc(S(=O)(=O)N4CCC(C)CC4)cc32)cc1,-5%
Cc1cc(C)c(NC(=O)C2CCCO2)c(C)c1NC(=O)C1CCCO1 (configuration not stated),2%
COc1ccccc1-n1c(SCC(=O)O)nc2sc3c(c2c1=O)CCC3,1%
Cc1oc(-c2ccccc2F)nc1CS(=O)(=O)CC(=O)NCCCc1ccccc1,5%

# Screening data deposited in PubChem by National Center for Advancing Translational Sciences (NCATS).
